PriA SSB inh: inhibitors of Klebsiella pneumoniae PriA binding to SSB C-terminal tail, primary screen, biochemical, AlphaScreen | PriA–SSB C-terminal tail interaction (Klebsiella pneumoniae) | AlphaScreen SSBct-PriA binding, biotinylated peptide | inhibition, % at 33 µM | hit rate 0.6% among 430,000; in the data active means inhibition mostly above about 37%, no sharp cut-off; inactive means mostly below about 20%;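 further: plate controls were negative control peptide for no effect and reference peptide for full effect; strong numbers were not always called active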
CCHF vOTU inh: CCHFV vOTU protease inhibitors, primary screen, biochemical, Pep-AMC substrate, fluorescence; hit rate 0.55% among 370,000; Crimean-Congo hemorrhagic fever virus L polyprotein viral ovarian tumor (vOTU) protease …; AID 651958, 2012; inhibition, % at 11.5 µM; in the data active means inhibition above about 30%; further: 0% = vehicle wells with enzyme and 100% = no enzyme wells
TcdB inh: TcdB glycohydrolase inhibitors, primary screen, biochemical, single point, plate reader; Toxin B (Clostridioides difficile), P18177; TcdB glycohydrolase enzymatic assay; inhibition, % at 9.99 µM; hit rate 0.24% among 350,000; in the data active means inhibition above about 10%
Vc quorum ag: inducers of Vibrio cholerae quorum light production without autoinducers, primary screen, BH1578 luxS cqsA deficient, single point; V. cholerae BH1578 lux reporter, luminescence, 6 h; activation, % at 18.7 µM; hit rate 0.16% among 350,000; AID 588436, 2011; in the data active means activation mostly above about 9.7%, no sharp cut-off; inconclusive means no clear call, values can overlap the other calls; inactive means mostly below about 3.7%; further: not every result past the cut was called active; inactives centre near 0; reference of the scale not given here
SARS 3CLpro inh: SARS-CoV 3CLpro protease inhibitors, primary screen, biochemical, quenched FRET; hit rate 0.14% among 290,000; recombinant SARS-CoV 3CLpro, quenched FRET peptide cleavage; Replicase polyprotein 1ab (Severe acute respiratory syndrome coronavirus), P0C6X7; inhibition, % at 6 µM; in the data active means inhibition above about 12%
BoNT A protease: BoNT/A light chain protease inhibitors, primary screen, biochemical, flow cytometry, MLPCN library. Botulinum neurotoxin type A light chain protease (Clostridium botulinum A str. ATCC 3502). multiplex microsphere protease substrate cleavage. inhibition, % at 10 µM. hit rate 0.17% among 360,000; further: plate controls were buffer without enzyme for full effect and enzyme alone for no effect
PfHsp40 rescue: rescue of yeast from PfHsp40 toxicity, primary screen, S. cerevisiae, ATP luminescence. hit rate 0.68% among 340,000. S. cerevisiae expressing PfHsp40, growth rescue. growth rescue, % at 12.5 µM. AID 504582, 2011; in the data active means growth rescue above about 28%, passing the limit was not always enough; inconclusive means no clear call, values can overlap the other calls;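 further: yeast W303a lacking pdr1 and pdr3 grown in galactose medium; growth measured after three days at 30 °C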
Yp Topo-I inh: Yersinia pestis topoisomerase I inhibitors, primary screen, biochemical, cleavage product accumulation, plate reader, single point; activity, % at 10 µM; hit rate 0.064% among 360,000; DNA topoisomerase I (Yersinia pestis CO92); Y. pestis Topo-I cleavage product accumulation; in the data active means activity above about 50%, passing the limit was not always enough; inconclusive means no clear call, values can overlap the other calls; further: inactives centre near 2
Anthrax LF prot: Bacillus anthracis LF protease inhibitors, primary screen, biochemical, multiplex microsphere, MLPCN library; hit rate 0.12% among 360,000; multiplex microsphere protease cleavage assay; Lethal factor (Bacillus anthracis), P15917; inhibition, % at 10 µM; further: plate controls were buffer without enzyme for full effect and enzyme alone for no effect
Target sequence (P15917 whole entry, looked up): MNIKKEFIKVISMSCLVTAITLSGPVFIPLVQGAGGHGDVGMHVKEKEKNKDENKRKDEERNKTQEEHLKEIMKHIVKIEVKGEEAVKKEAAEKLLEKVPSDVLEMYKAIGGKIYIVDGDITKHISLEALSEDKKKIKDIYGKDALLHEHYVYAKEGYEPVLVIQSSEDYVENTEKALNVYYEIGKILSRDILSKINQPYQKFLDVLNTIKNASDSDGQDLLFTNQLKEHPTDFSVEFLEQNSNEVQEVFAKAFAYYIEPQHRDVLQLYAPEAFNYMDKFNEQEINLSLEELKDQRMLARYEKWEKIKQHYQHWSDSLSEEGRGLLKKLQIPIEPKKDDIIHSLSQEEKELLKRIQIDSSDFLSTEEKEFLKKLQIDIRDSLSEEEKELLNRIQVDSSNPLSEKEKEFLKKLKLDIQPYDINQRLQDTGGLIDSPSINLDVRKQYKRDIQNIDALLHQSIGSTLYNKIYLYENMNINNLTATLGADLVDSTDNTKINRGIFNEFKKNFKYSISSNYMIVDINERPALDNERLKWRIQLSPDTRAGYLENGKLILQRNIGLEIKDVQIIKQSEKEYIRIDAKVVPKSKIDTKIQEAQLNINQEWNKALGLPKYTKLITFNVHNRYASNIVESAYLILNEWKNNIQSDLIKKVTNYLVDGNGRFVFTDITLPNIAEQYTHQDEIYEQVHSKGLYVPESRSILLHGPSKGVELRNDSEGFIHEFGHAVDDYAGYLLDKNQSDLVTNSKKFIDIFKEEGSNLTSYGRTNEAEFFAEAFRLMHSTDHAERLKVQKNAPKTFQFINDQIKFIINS
VHR inh abs: VHR1 phosphatase inhibitors, primary screen, biochemical, absorbance, uHTS; Dual specificity protein phosphatase 3 (Homo sapiens), P51452; recombinant VHR phosphatase, pNPP absorbance; inhibition, % at 13.3 µM; hit rate 0.52% among 290,000; AID 1654, 2009; in the data active means inhibition above about 50%; further: some compounds called inactive have numbers as strong as hits
Target sequence (P51452 whole entry, looked up): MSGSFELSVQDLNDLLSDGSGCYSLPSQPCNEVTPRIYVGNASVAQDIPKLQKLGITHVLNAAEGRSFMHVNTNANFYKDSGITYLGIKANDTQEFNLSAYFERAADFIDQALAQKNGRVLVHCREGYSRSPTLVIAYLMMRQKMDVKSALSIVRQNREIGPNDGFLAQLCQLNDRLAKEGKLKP
An asterisk follows results filed as active; i = inactive; u = inconclusive; x = not tested or not shown; & = joins results of further samples. Unless noted, no stated cut-off is given here; in the data, active means inhibition above about 30%; inconclusive means no clear call, values can overlap the other calls; inactive means below that. Not all compounds are listed; rates above refer to the full screens.

SMILES	PriA SSB inh	CCHF vOTU inh	TcdB inh	Vc quorum ag	SARS 3CLpro inh	BoNT A protease	PfHsp40 rescue	Yp Topo-I inh	Anthrax LF prot	VHR inh abs
CCOc1cc(N2CCOCC2)c(OCC)cc1NC(=O)CCC1CCCC1	8	-8	x	x	-2	-2.2	0.9	-2	0	-1
CO[C@H]1CC[C@@]2(C)[C@@H](CC[C@@H]3[C@@H]2CC[C@@]2(C)[C@H]3C[C@H](C(=O)N[C@@H](CCCN=C(N)N)C(=O)NCC(=O)N[C@@H](CC(=O)O)C(N)=O)O[C@]23CCCO3)C1	-8	x	x	i	x	-0.7	-0.3	36	-4	x
Cn1ncc(S(=O)(=O)Cc2ccccc2)c(Cl)c1=O	-16	-1	1.7	-1.3	3	0.5	-1.6	0	8	-1
CCOc1ccccc1N(CC(=O)Nc1ccccc1C(=O)OC)S(C)(=O)=O	-10	7	x	-0.3	3	x	-3.1	-2	x	24
COc1ccc(S(=O)(=O)N(C)CC(=O)Nc2ccccc2C(F)(F)F)cc1	-9	2	x	i	2	0.7	0.6	-3	0	14
O=C(Oc1ccc(/C=N/Nc2nc(N3CCCCC3)nc(N3CCCCC3)n2)cc1)c1ccco1	x	-5	0.2	-0.5	4	-0.6	1.2	1	4	8
CCC(=O)Nc1ccc(C(=O)COC(=O)C(CCSC)NC(=O)COc2ccccc2)cc1 (stereo not drawn)	-11	4	0.3	-1.4	x	-0.2	0.0	13	1	x
CC(=O)c1cccc(NC(=O)/C(=C\c2ccco2)NC(=O)c2ccco2)c1	-1	11	-1.1	-1.7	-3	-0.9	1.3	-9	3	-13
CC(C)OC(=O)N(C)C[C@@H]1OCc2ccccc2-c2c(n(C)c3ccccc23)C(=O)N([C@@H](C)CO)C[C@H]1C	x	7	-9.5&1.5	-0.7	x	0.1	x	-1	-1	x
O=c1[nH]cc(COCC(F)(F)C(F)(F)C(F)(F)F)c(=O)[nH]1	-6	-1	x	i	4	-1.8	0.4	2	-2	26
COc1ccc(CC(=O)N2CCN(c3ccccc3OC)CC2)cc1	2	3	1.0	0.5	-4	-1.0	-0.6	6	-18	38
CCOC(=O)c1cnc2nc(SC)nn2c1N	3	9	0.6	-0.2	2	-0.4	3.0	1	-3	9
O=C(CCNS(=O)(=O)c1ccccc1C(F)(F)F)N1CCN(S(=O)(=O)c2cccc(Cl)c2)CC1	-10	0	0.1	-2.4	x	0.9	0.0	23	-7	x
Cc1cc(C(=O)CN2C(=O)NC(CC(C)C)C2=O)c(C)n1C1CC1 (stereo not drawn)	2	12	0.4	i	x	-0.5	4.0	6	1	x
O=C(CCCOc1cccc(Br)c1)NC1CCC(O)CC1 (stereo not drawn)	3	10	0.9	-0.6	-2	-0.8	0.5	-3	5	-3
COC(=O)C1=C(C)N(CCc2ccc(OC)c(OC)c2)C(=O)/C1=C\N(C)C	-2	4	x	0.3	1	-1.0	-1.0	0	-1	29
CCN1CCN(C(C)CCc2ccccc2)CC1 (stereo not drawn)	-2	-16	0.8	-0.5	-7	-0.2	-1.7	-1	6	11
CCN(C(=O)CN1C(=O)NC2(CCCc3ccccc32)C1=O)c1ccc(F)cc1 (stereo not drawn)	-16	-3	-0.1	-0.7	x	-1.2	-1.1	-4	-7	x
CCCCCC/C=N/Nc1nnc(Cc2ccc(OC)c(OC)c2)c(=O)[nH]1	x	-8	2.1	i	-4	-6.6	-0.5	29	-7	-2
Cn1c(CN2CCCCC2)nc2cc(NC(=O)c3ccc(F)cc3)ccc21	-7	6	x	-0.4	-3	0.0	-1.3	-1	-7	28
CCOC(=O)c1ccc(Nc2nc(C)cc(=O)[nH]2)cc1	1	-18	0.2	i	0	0.7	0.7	7	1	12
O=C(Nc1c[nH]c(=O)[nH]c1=O)c1ccc([N+](=O)[O-])cc1	-6	11	1.4	1.3	0	-0.8	-0.9	2	0	6
CC(=O)Oc1c(-c2ccco2)oc2ccccc2c1=O	0	-16	1.3	-0.1	0	-0.5	u	2	-2	16
CCOC(=O)N1CCC(NC(=O)CCC(=O)c2ccccc2)CC1	-12	-11	x	-0.5	6	-0.6	-0.7	0	-3	0
CCc1nn(-c2cc(Cl)ccc2OC)c2c1C(=O)CCC2	-4	4	x	-1.7	11	0.2	-1.0	5	-7	19
O=C(O)C(Cc1ccccc1)N1C(=O)C=CC1=O (stereo not drawn)	x	-17	0.6	i	x	-0.3	x	17	-2	x
CCN(C(=O)CSc1nnc2ccccn12)C1CCS(=O)(=O)C1 (stereo not drawn)	-6	-1	0.8	-0.9	5	-1.2	-2.2	1	-4	9
CCC(c1nnnn1-c1ccc2c(c1)OCCO2)N1CCN(c2cc(C)ccc2C)CC1 (stereo not drawn)	x	13	-8.5	x	x	0.1	x	x	5	x
CC(C)CC(=O)c1c[nH]c(C(=O)NCCCn2ccnc2)c1	-14	-1	x	-0.2	2	1.4	-0.6	-1	-2	4
Cc1cccn2c(=O)c3cc(C(=O)NC4CCCC4)c(=N)n(CC4CCCO4)c3nc12 (stereo not drawn)	-1	-335	-0.4	0.1	-4	-2.9	-0.2	10	-3	2
CCc1c(C(=O)OCc2ccccc2)[nH]c(C)c1C	-2	6	4.4	i	1	u	-1.9	18	-10	9
CC(=O)N=C(N)Sc1nc2ccccc2[nH]1	x	5	x	-0.6	-1	-0.5	-1.1	1	-3	-4
COc1ccc(CNCCc2c(C)[nH]c3ccc(OC(F)(F)F)cc23)c(OC)c1	20	11	0.3	i	-2	-2.5	1.3	-16	-8	-33
CCn1nc(NS(=O)(=O)c2ccc(NC(C)=O)cc2)c2cc3ccc(C)cc3nc21	-6	11	1.2	-0.2	1	6.4	-0.1	-2	2	-6
COc1ccc(Nc2c(-c3ccc(F)cc3)nc3nc(C)cc(C)n23)cc1	x	11	1.8	x	x	-0.4	x	x	-3	x
COc1ccc(C2/C=C\CN(C(=O)c3ccc(C)cc3)CC(=O)N2Cc2ccc(F)cc2)cc1 (stereo not drawn)	-11	2	1.9	i	x	-0.3	1.9	-2	4	19
c1ccc(-c2nnc3ccc(N4CCC5(CC4)OCCO5)nn23)cc1	-8	-12	x	-0.3	5	4.0	1.0	22	0	21
Cc1ccc(NC(=O)CSCC(=O)N(C)CC(=O)Nc2cccc3ccccc23)cc1	-2	-1	1.9	-5.6	x	-1.6	0.1	15	-2	x
Cn1[nH]c(=O)c2ccccc2c1=O	-15	7	1.5	-0.4	3	-0.7	-0.4	-2	0	5
CCC(C)Cn1c(O)cc2nn(-c3nc4ccccc4s3)c(=O)c-2c1C (stereo not drawn)	-1	26	2.3	-0.5	4	1.5	-1.0	-1	-7	19

The last two records of the part before come first, to join the parts:
SMILES	PriA SSB inh	CCHF vOTU inh	TcdB inh	Vc quorum ag	SARS 3CLpro inh	BoNT A protease	PfHsp40 rescue	Yp Topo-I inh	Anthrax LF prot	VHR inh abs
Cn1[nH]c(=O)c2ccccc2c1=O	-15	7	1.5	-0.4	3	-0.7	-0.4	-2	0	5
CCC(C)Cn1c(O)cc2nn(-c3nc4ccccc4s3)c(=O)c-2c1C (stereo not drawn)	-1	26	2.3	-0.5	4	1.5	-1.0	-1	-7	19
O=C(Cc1cccs1)N/N=C\c1ccc([N+](=O)[O-])s1	x	11	2.0	-0.3	-1	-0.1	u	-5	0	2
O=C(NCC1(c2ccccc2)CCCC1)C1(c2ccccc2)CCCC1	-20	11	x	2.1	7	-0.1	3.1	68*	-2	-4
C=CC[C@H]1Cc2c(cccc2[N+](=O)[O-])[C@H](CC=C)N1	7	9	0.2	-0.8	0	-0.2	-1.5	-17	0	3
COc1ccc(OCC(=O)Nc2ccccc2C(=O)N2CCCC2)cc1	-17	-5	x	-14	1	0.2	0.5	-5	0	-13
C=CCOC(=O)Nc1snnc1C	-1	9	x	-0.7	-1	0.2	-0.6	2	-1	22
CC1CCCN(C(=O)c2ccc(NC(=O)CC3SC(N4CCCC4)=NC3=O)cc2)C1 (stereo not drawn)	-3	-2	0.8	-0.6	x	-0.3	-0.8	0	1	x
CC(=O)N1CCN(S(=O)(=O)c2ccc3c(c2)OCCO3)CC1	-7	3	0.1	-2.0	x	x	-1.8	-6	x	x
CCCCNc1c(-c2ccc(SC3CCCCC3)cc2)nc2cnccn12	-12	4&-13	-3.0&0.4	-0.8	x	-0.6&0.4	1.8	-2	6&-2	x
C[C@H](C(=O)NCc1ccccc1)C(=O)c1ccccc1	-23	6	0.5	0.3	6	x	0.2	2	x	6
O=C1CC(c2ccccc2)N1c1ccccc1 (stereo not drawn)	-15	0	x	-0.6	2	-0.6	2.9	12	8	23
CCOc1ccc(C(=O)NCC(c2cccs2)N2CCOCC2)cc1 (stereo not drawn)	-4	-8	1.2	-0.6	x	0.3	-1.3	3	3	x
CCOc1ccc(N(CC(=O)NCc2cccnc2)S(=O)(=O)c2ccc(F)cc2)cc1	-11	3	-0.3	-0.6	0	5.2	8.9	1	-3	2
COc1ccc(C(=O)CN2C(=O)NC(C)(c3ccccc3)C2=O)cc1OC (stereo not drawn)	-29	-3	x	0.7	-7	-0.1	1.2	-3	-4	17
CCn1cc(CNC(=O)c2c(-c3c(Cl)cccc3Cl)noc2C)c(C)n1	0	1	x	-0.3	-1	4.2	-0.6	-2	2	-1
Cn1c(=O)c(=O)n(C)c2cc(S(=O)(=O)NCCOc3ccccc3Cl)ccc21	0	-4	0.5	i	-1	-0.4	-0.1	7	-3	-6
Cc1c(C(=O)OCC2CCCO2)[nH]c2c1C(=O)CC(c1ccc(N(C)C)cc1)C2 (stereo not drawn)	1	9	-0.8	i	-8	0.5	2.4	11	-8	24
CC/C(=N\NC(N)=O)c1c(O)[nH]c(=O)[nH]c1=O	x	8	2.3	-0.4	1	-1.0	1.0	-5	-17	-12
O=S1(=O)CCN2C=C(Cl)C=C(Cl)C2=N1	1	-162	-0.6	-0.2	-1	-0.5	0.7	-9	0	12
N=C1c2ccccc2CN1NC(=O)c1ccc(Br)cc1	-18	-11	2.6	-0.1	0	1.6	u	3	4	2
CCCCCn1c(CN2CC(C)OC(C)C2)nc2c1c(=O)n(C)c(=O)n2C (stereo not drawn)	-9	-5	0.3	-1.5	-1	0.7	2.4	15	2	1
Nn1c(SCC(=O)Nc2ccc(F)cc2F)nnc1-c1cccnc1	-15	-8	x	-2.8	1	0.9	-0.5	-2	3	21
Cc1ccc2nc(N3CCN(C(=O)CCCC(=O)O)CC3)nc(-c3ccccc3)c2c1	-3	-25	-10	-0.6	-4	2.1	4.9	4	6	23
CN(C)c1cccc(C(=O)N/N=C/c2ccsc2)c1	x	2	x	-0.3	4	-0.1	0.9	-1	0	37
COc1ccc(C(=O)COC(=O)C2COc3ccccc3O2)cc1F (stereo not drawn)	-5	19	0.5	i	x	x	1.5	6	x	x
